# IMPase cell inh: qHTS Assay for Identifying the Cell-Membrane Permeable IMPase Inhibitors; CHO-M1 cells, IP1 accumulation, HTRF TR-FRET ratio; inhibition (IP1 accumulation), % at 46.1 µM; 120,000 tested, under 10 active; AID 901, 2007; active = well fitted curve in the direction sought with a large enough effect in the signal ratio, not every such curve was filed as active; inconclusive = small, poorly fitted or top-dose-only effect, or a change in a side signal; inactive = no such curve, though single readings can be large or run the other way; the % refers to the signal ratio;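 note: cells stimulated with carbachol in lithium chloride buffer; plate controls were DMSO basal wells for no effect and reference inhibitor wells for full effect; higher means more IMPase inhibition seen as more IP1 and lower FRET ratio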
# Target sequence (P97697 whole entry, looked up): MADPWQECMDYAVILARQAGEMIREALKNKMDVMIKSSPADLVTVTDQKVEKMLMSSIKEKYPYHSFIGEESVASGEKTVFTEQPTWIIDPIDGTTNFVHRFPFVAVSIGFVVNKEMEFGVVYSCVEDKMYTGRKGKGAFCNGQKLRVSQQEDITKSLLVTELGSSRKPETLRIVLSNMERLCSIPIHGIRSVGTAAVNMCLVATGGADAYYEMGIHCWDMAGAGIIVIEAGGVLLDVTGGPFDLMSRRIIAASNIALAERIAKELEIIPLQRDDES
#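 The IP-One HTRF competitive assay in carbachol-stimulated CHO-M1 cells quantifies cellular IP1. Compounds spanned up to 46 uM final, and activity is expressed as AC50 from concentration-response fits of the ratio and donor data.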
# ALOX12 inhib: qHTS Assay for Inhibitors of 12-hLO (12-human lipoxygenase). Polyunsaturated fatty acid lipoxygenase ALOX12 (Homo sapiens), P18054. purified 12-hLO, xylenol orange hydroperoxide absorbance. Potency, µM (highest dose often 57.1 µM), inactives show at the top dose activity change, negative = inhibition, hits mostly inhibitors. 150,000 compounds, 0.12% hits. AID 1452, 2008; note: potency is the fitted concentration of half-maximal effect; nearly all actives have a fitted effect of over 55% in size; many of its hits are not listed in these tables
#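 Lipoxygenase turnover measured by absorbance at 573 and 405 nm after Fe-XO development. Human 12hLO 150 nM, arachidonate 40 uM, pH 7.0 Hepes buffer with detergent; 15 min compound preincubation, 30 min reaction.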
# 15-hLO-2 inh: qHTS Assay for Inhibitors of 15-hLO-2 (15-human lipoxygenase 2). Polyunsaturated fatty acid lipoxygenase ALOX15B (Homo sapiens), O15296. purified 15hLO-2, xylenol orange hydroperoxide absorbance. Potency, µM (series often up to 57.1 µM), for inactives: at the highest dose activity change, negative = inhibition, most hits filed as inhibitors. 110,000 compounds, 0.56% hits; note: potency is the fitted concentration of half-maximal effect; nearly all actives have a fitted effect of over 60% in size; many of its hits are not listed in these tables
# Target sequence (O15296 whole entry, looked up): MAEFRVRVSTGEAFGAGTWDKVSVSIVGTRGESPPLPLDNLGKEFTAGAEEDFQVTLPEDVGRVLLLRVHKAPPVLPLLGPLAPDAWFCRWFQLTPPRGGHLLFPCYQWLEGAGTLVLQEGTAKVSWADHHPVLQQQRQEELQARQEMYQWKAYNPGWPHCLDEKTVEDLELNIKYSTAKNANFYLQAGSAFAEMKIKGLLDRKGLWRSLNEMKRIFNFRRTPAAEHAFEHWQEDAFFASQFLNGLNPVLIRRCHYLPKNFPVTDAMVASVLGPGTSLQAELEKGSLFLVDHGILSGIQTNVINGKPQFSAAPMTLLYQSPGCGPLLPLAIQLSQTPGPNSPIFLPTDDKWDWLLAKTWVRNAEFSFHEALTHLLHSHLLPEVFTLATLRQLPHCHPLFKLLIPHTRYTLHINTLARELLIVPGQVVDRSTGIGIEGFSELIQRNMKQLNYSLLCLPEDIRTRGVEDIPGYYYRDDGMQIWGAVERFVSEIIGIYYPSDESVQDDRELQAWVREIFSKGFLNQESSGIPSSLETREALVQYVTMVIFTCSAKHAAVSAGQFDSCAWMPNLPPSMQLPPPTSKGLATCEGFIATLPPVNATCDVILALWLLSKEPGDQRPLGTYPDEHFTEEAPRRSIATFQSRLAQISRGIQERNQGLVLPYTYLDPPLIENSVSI
#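 Purified human 15hLO-2 (50 nM final) preincubated with compounds 15 min at room temperature in 25 mM Hepes pH 7.5, 0.01% Triton X-100, then 45 uM arachidonic acid added for 90 min; hydroperoxide detected via ferrous/xylenol orange, 573/405 nm absorbance ratio.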
# PNC assembly inh: High Content Assay for Compounds that inhibit the Assembly of the Perinucleolar Compartment; PC3M PTB-GFP, PNC prevalence imaging, 16 h; hits give low values; activity change (PNC), negative = inhibition, % at 10 µM; 140,000 compounds, 3.1% hits; AID 2417, 2010;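 active = readout at or below -70, meaning at least 70% loss of cells showing the perinucleolar compartment, a nuclear body marking cancer cells; inconclusive = readout between -30 and a set limit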;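 note: plate controls were DMSO wells for no effect and camptothecin positive control wells for full effect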
#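 Read-out is percentage of cells bearing a perinucleolar compartment, from automated 20x imaging of fixed, Hoechst-stained PC3M PTB-GFP cells. Cells were seeded 4 h, then exposed 16 h to compound (23 nl of library stock) in duplicate plates.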
# * hit, by the source's call; ? = inconclusive; nt = not tested or not shown; [ ] = remark or other dose. Unless noted, calls come from the whole dose curve; as a rule, active = well fitted curve in the direction sought with a large enough effect; inconclusive = small, poorly fitted or top-dose-only effect, or another doubt; inactive = no such curve, though single readings can be large; an effect the other way counts as inactive or inconclusive. Unless noted, % is set by controls: 0 for no effect and ±100 for the full control effect. This is a subset (hit frequency here may not be typical).
SMILES,IMPase cell inh,ALOX12 inhib,15-hLO-2 inh,PNC assembly inh
CCCN1C(=O)c2ccc(C(=O)Nc3nccs3)cc2C1=O,4,-5%,0%,-85*
COC(=O)C(C(C)=O)C1=C/C(=N\S(=O)(=O)c2ccc(C)cc2)c2ccccc2C1=O (centres undefined),4,-4%,?,-7
COC(=O)c1ccccc1N=C(SC)N(C)C,-10,-3%,-17%,-1
CCn1c(SCC(=O)NCc2ccco2)nnc1-c1c[nH]c2ccccc12,6,10%,3%,13
CCOC(=O)c1ccc(NC(=O)Cn2nnc(-c3ccc(C)cc3)n2)cc1,2,-11%,-9%,4
Cc1oc(-c2ccc(Cl)cc2)nc1CN1CCCC(C(=O)NCCCN2CCOCC2)C1 (centres undefined),-5,2%,30%[activator],?
CCOc1cc(/C=N\NC(=O)C2C(=O)NCC2c2ccccc2)ccc1OC (centres undefined),nt,0%,nt,2
Cc1nc(Nc2nc3ccccc3o2)nc2c1CCC2,9,1%,18%,11
COc1ccc(-c2nnc(SCC(=O)NCc3cccs3)n2C(C)C)cc1,5,-1%,-1%,-21
CCCCN(CC)CCCNC(=O)Cn1nc(Cc2ccncc2)c2ccccc2c1=O,4,3%,-1%,34
Cc1ccc2nsnc2c1S(=O)(=O)NCCc1c(C)[nH]c2ccc(F)cc12,4,1%,-3%,?
c1ccc(C(c2ccccc2)N2CCCC3(CCNCC3)C2)cc1,nt,3%,15%,nt
COC(=O)Nc1sc2c(c1C(=O)NCc1ccco1)CCCC2,-1,-8%,-7%,7
O=S(Cc1ccc(Cl)cc1)CC(O)(c1ccccc1)c1ccccc1 (centres undefined),-1,-4%,7%,?
O=C(CCN1C(=O)c2ccccc2C1=O)Nc1ccc(F)cc1,-5,3%,4%,19
O=C(CN1CCCCCCC1)N/N=C/c1ccc(F)c(F)c1,nt,-1%,nt,-1
CN(C)c1ccnc(NCc2ccccc2)c1C#N,-14,-3%,8%,?
O=C(Nc1nnc(COc2ccc(Cl)cc2)s1)C1CCCO1 (centres undefined),-3,-2%,-11%,?
O=[N+]([O-])c1ccc(Cl)c(/C=N/NC(=S)Nc2ccccc2)c1,?,4%,-22%,16
CCC(=O)n1nc(-c2ccco2)nc1SCc1ccccc1,1,6%,-6%,?
CC(C)(C)n1nnnc1CN1CCN(C2CCCC2)CC1,5,-3%,-1%,?
Cc1ccc(C(=O)Nc2cc(=O)n(C)c(=O)n2C)cc1C,6,0%,-3%,?
CC(NC(=O)NCCCn1ccnc1)(C(F)(F)F)C(F)(F)F,-7,-3%,-1%,4
Cn1c(C(=O)N2CCN(Cc3ccc4c(c3)OCO4)CC2)cc2c(=O)n(C)c3ccccc3c21,12,-4%,14%,-15
CC(C(=O)Nc1ccccc1)c1ccc(-c2ccccc2)c(F)c1 (centres undefined),16,-17%,1%,21

# In a second layout: entries from further up.
mol | IMPase cell inh | ALOX12 inhib | 15-hLO-2 inh | PNC assembly inh
CC(NC(=O)NCCCn1ccnc1)(C(F)(F)F)C(F)(F)F | -7 | -3% | -1% | 4
CCCCN(CC)CCCNC(=O)Cn1nc(Cc2ccncc2)c2ccccc2c1=O | 4 | 3% | -1% | 34
CC(C(=O)Nc1ccccc1)c1ccc(-c2ccccc2)c(F)c1 (centres undefined) | 16 | -17% | 1% | 21
CN(C)c1ccnc(NCc2ccccc2)c1C#N | -14 | -3% | 8% | ?
Cc1ccc2nsnc2c1S(=O)(=O)NCCc1c(C)[nH]c2ccc(F)cc12 | 4 | 1% | -3% | ?
Cc1oc(-c2ccc(Cl)cc2)nc1CN1CCCC(C(=O)NCCCN2CCOCC2)C1 (centres undefined) | -5 | 2% | 30%[activator] | ?

# (cont.)
SMILES,IMPase cell inh,ALOX12 inhib,15-hLO-2 inh,PNC assembly inh
Cc1ccc(N2C(=O)N(CC(=O)N3CCCc4ccccc43)C(=O)C2C)cc1 (centres undefined),4,0%,5%,47
COc1ccc(S(=O)(=O)N2c3ccccc3OCC2c2ccccc2)cc1 (centres undefined),5,0%,3%,-13
CCOC(=O)Cn1cnc2c(nnn2Cc2ccc(Cl)cc2)c1=O,-17,-6%,-6%,-24
CCOC(=O)c1c(C)[nH]c(C(=O)COC(=O)C(C)Oc2ccc(Cl)cc2Cl)c1C (centres undefined),-1,0%,nt,3
Nc1ccc(/C=C/C(=O)c2ccco2)cc1,nt,0%,nt,?
CCC1(CC)NC(=O)NC1=O,3,-1%,6%[2.29 µM],22
COc1ccc(C2CC(c3ccccc3)=NN2C(=O)COC(=O)c2ccc(Cl)nc2)cc1 (centres undefined),8,2%,nt,24
COC(=O)[C@H](C)NC(=O)Nc1ccc(OC)cc1OC,7,-4%,-2%,11
CCOC(=O)c1[nH]c(C)c(C(=O)NC(C)CC)c1C (centres undefined),-4,-3%,-3%,?
CN1CCN(C(=O)CC23CC4CC(CC(C4)C2)C3)CC1,6,0%,9%,17
Cc1cccc(Cn2cnc3c(nnn3Cc3ccc(F)cc3)c2=O)c1,8,-4%,nt,58
Cc1c(Cl)cccc1NC(=O)CNc1cccc(S(=O)(=O)N(C)C)c1,nt,0%,nt,-13
COc1ccc(CNC(=O)C(=O)NCC2OCCN2S(=O)(=O)c2cccs2)cc1 (centres undefined),nt,-2%,nt,?
O=C(CSc1ncc(-c2ccccc2)nn1)NCc1ccco1,-1,-3%,-3%,28
Cc1cccc2sc(NNC(=O)C3COc4ccccc4O3)nc12 (centres undefined),nt,-7%,nt,?
CCN(CC)CCNC(=O)c1ccc(Cl)c(S(=O)(=O)Nc2ccccc2OC)c1,5,1%,2%,?
O=C1CCCc2c1cc(C(=O)NCCCN1CCOCC1)c(=O)n2-c1ccc(Cl)cc1,6,-1%,nt,-27
CCCOC(=O)CSC1=C(C#N)C(c2ccccc2OCC)C(C#N)C(=O)N1 (centres undefined),-14,-18%,-6%,-1
COc1ccc(/C=C/C(=O)NCCc2ccc(S(N)(=O)=O)cc2)cc1,nt,-3%,nt,?
COC(=O)c1ccc(C23CC4(C2)[C@H](CN(C)[C@@H]4c2ccccc2)C3c2ccc(C(F)(F)F)cc2)cc1 (some centres undefined),nt,-2%,15%,nt
COc1ccc(-n2c(SCC(=O)NNC(=O)c3ccc(C)cc3)nnc2-c2ccncc2)cc1,nt,0%,nt,-16
Cc1ccc(OCC(=O)Nc2ccc(N(C)C)cc2)cc1,-6,-1%,-4%,5
COC(=O)c1[nH]c2cccc(C)c2c1NC(=O)CN1CCN(C(=O)c2ccco2)CC1,2,-4%,0%,6
CC(Oc1ccc(-c2ccccc2)cc1)C(=O)N1CCOCC1 (centres undefined),6,-11%,-1%,2
CCN(C(=O)CSc1nc(-c2ccccc2)c(-c2ccccc2)[nH]1)C1CCS(=O)(=O)C1 (centres undefined),4,-9%,?,-21

# Overlap with the part before: two entries; new compounds follow.
SMILES,IMPase cell inh,ALOX12 inhib,15-hLO-2 inh,PNC assembly inh
CC(Oc1ccc(-c2ccccc2)cc1)C(=O)N1CCOCC1 (centres undefined),6,-11%,-1%,2
CCN(C(=O)CSc1nc(-c2ccccc2)c(-c2ccccc2)[nH]1)C1CCS(=O)(=O)C1 (centres undefined),4,-9%,?,-21
CCc1ccc(NC(=O)CN(c2cccc(C)c2)S(C)(=O)=O)cc1,6,-1%,3%,-25
Brc1ccc(CSc2nnc(-c3cnccn3)n2Cc2ccco2)cc1,2,-1%,1%,-6
N#Cc1c(C(F)(F)F)cc(-c2ccccc2)nc1SCC(=O)N1CCOCC1,-4,10%,8%,?
Nc1nc(NCC2CCCO2)nc(NCC2CCCO2)c1[N+](=O)[O-] (centres undefined),nt,1%,nt,64
CCC(=O)Nc1sccc1C(=O)OC,3,2%,9%,3
CCN(CC)CCOC(=O)c1c(C)oc2ccc(O)cc12,6,7%,1%[2.29 µM],-25
O=C(OCc1ccccc1)C1CCCN1C(=O)c1cccs1 (centres undefined),8,8%,-3%,-4
Cc1cccc2cc(C(c3nnnn3CC3CCCO3)N3CCc4ccccc4C3)c(=O)[nH]c12 (centres undefined),6,-11%,-9%,22
O=C(c1ccccc1F)N1CCc2ccccc21,7,-3%,8%,?
Cc1ccc(NC(=O)COc2ccc(-n3cnnn3)cc2)cc1C,3,-1%,nt,?
COc1ccccc1/C=N/NC(=O)C(C)Cn1cnc2ccccc21 (centres undefined),-1,0%,nt,40
CC1=C(C(=O)OCc2ccccc2)C(c2ccc(C)o2)C2=C(CCCC2=O)N1 (centres undefined),8,-4%,-9%,?
CCn1ccc(C(=O)Nc2ccc(Cl)cn2)n1,-2,5%,-3%,0
O=C(COc1ccc(S(=O)(=O)N2CCOCC2)cc1)Nc1ccc(Cl)c(C(F)(F)F)c1,13,-7%,-6%,-7
CC1Cc2ccccc2N1C(=O)c1cnc2sccn2c1=O (centres undefined),-4,7%,-6%,?
COc1cccc(N=C2SC(C(=O)Nc3ccccc3F)CC(=O)N2C)c1 (centres undefined),7,-1%,-4%,12
CC(C)C(OC(=O)CN1C(=O)COc2ccccc21)C(=O)NC1CCCC1 (centres undefined),-1,-3%,-3%,16
Nc1c(N(CCO)C(=O)COc2ccc(Cl)cc2)c(=O)[nH]c(=O)n1Cc1ccccc1,nt,-1%,nt,?
O=C(Nc1ccccc1)c1ccc(-c2ccc(Br)cc2)o1,-14,-6%,nt,-15
O=C(COC(=O)CCc1nc2ccccc2s1)Nc1ccc(Cl)cn1,7,-2%,nt,-16
Cc1cc(NC(=O)c2ccc(NC(=O)C(C)Oc3ccccc3)cc2)no1 (centres undefined),-11,0%,nt,16
O=C(CSc1nc2nc[nH]c2c(=O)[nH]1)NC1CCCCC1,24[1.84 µM],1%,3%[11.4 µM],?
Cc1nc(C(=O)Nc2cccc(Cl)c2)nn1-c1cc(OC(C)C)c(Cl)cc1Cl,-6,2%,14%,3
O=C(c1ccccn1)N1CCN(C(=O)c2ccccn2)CC1,-1,-3%,-8%,24

# At a glance, some entries already given.
SMILES,IMPase cell inh,ALOX12 inhib,15-hLO-2 inh,PNC assembly inh
O=C(COC(=O)CCc1nc2ccccc2s1)Nc1ccc(Cl)cn1,7,-2%,nt,-16
Cc1cc(NC(=O)c2ccc(NC(=O)C(C)Oc3ccccc3)cc2)no1 (centres undefined),-11,0%,nt,16
O=C(CSc1nc2nc[nH]c2c(=O)[nH]1)NC1CCCCC1,24[1.84 µM],1%,3%[11.4 µM],?
Cc1nc(C(=O)Nc2cccc(Cl)c2)nn1-c1cc(OC(C)C)c(Cl)cc1Cl,-6,2%,14%,3
O=C(c1ccccn1)N1CCN(C(=O)c2ccccn2)CC1,-1,-3%,-8%,24

# Source: PubChem (National Center for Advancing Translational Sciences (NCATS))
